Eya2 inh: qHTS Assay for Inhibitors of the Phosphatase Activity of Eya2; Protein phosphatase EYA2 (Homo sapiens), O00167; recombinant Eya2, OMFP fluorescence dephosphorylation (OMFP is methylfluorescein phosphate); Potency, µM (titrated, usually from 76.9 µM), for the others: at the top dose activity, negative = inhibition, hits mostly inhibitors; 330,000 tested, 0.006% active; AID 488837, 2010; also: potency is read from the fitted curve at half-maximal effect
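Eya2 protein (added as 0.2 uM solution) was preincubated with compound for 10 min at ambient temperature in 50 mM HEPES pH 7.5, 50 mM NaCl, 5 uM MgCl2, 0.05% BSA, 1 mM DTT. OMFP (added at 50 uM) then reacted 10 min; fluorescence read at 485/525 nm.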
GALK inh: qHTS Assay for Inhibitors of Human Galactokinase (GALK); 270,000 tested, 0.007% active; Potency, µM (top dose mostly 57.5 µM), for inactives: top-dose activity change, negative = inhibition, actives largely listed as inhibitors; P51570; Purified GALK, Kinase-Glo residual ATP luminescence; also: potency is read from the fitted curve at half-maximal effect
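Galactose (100 uM) and ATP (35 uM) were turned over by 5 nM GALK for 1 h at RT. Kinase-Glo Plus then converted the remaining ATP into a luminescent signal.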
FBPA coupling cs: qHTS Assay for Inhibitors of Fructose-1,6-bisphosphate Aldolase from Giardia Lamblia: Coupling assay counterscreen; 290,000 tested, 0.67% active; activity change, negative = inhibition, % at 58.2 µM, hits read low; coupling enzyme system counterscreen, AmpLite Red fluorescence; AID 2472, 2010; in the data active = activity change below about -30%
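Coupling enzymes only (glyceraldehyde-3-phosphate) + compound, at 57.5 uM final, 10 min RT; add substrate/coupling/AmpLite Red mix, 20 min RT; fluorescence ex 525/em 598 nm. Actives flag coupling-system interference.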
USP2a block: qHTS Assay for Inhibitors of Ubiquitin-specific Protease USP2a Using CHOP2 as the Reporter. Ubiquitin carboxyl-terminal hydrolase 2 (Homo sapiens), O75604. USP2 core, Ub-CHOP2 coupled fluorogenic reporter, 485/531. Potency, µM (doses to about 38.3 µM), without a hit: at the highest dose activity change, negative = inhibition, actives largely listed as inhibitors. 330,000 tested, 0.01% active;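 also: potency is read from the fitted curve at half-maximal effect; plate controls were DMSO wells for no effect and full inhibition by NEM control for full effect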
Target sequence (O75604 whole entry, looked up): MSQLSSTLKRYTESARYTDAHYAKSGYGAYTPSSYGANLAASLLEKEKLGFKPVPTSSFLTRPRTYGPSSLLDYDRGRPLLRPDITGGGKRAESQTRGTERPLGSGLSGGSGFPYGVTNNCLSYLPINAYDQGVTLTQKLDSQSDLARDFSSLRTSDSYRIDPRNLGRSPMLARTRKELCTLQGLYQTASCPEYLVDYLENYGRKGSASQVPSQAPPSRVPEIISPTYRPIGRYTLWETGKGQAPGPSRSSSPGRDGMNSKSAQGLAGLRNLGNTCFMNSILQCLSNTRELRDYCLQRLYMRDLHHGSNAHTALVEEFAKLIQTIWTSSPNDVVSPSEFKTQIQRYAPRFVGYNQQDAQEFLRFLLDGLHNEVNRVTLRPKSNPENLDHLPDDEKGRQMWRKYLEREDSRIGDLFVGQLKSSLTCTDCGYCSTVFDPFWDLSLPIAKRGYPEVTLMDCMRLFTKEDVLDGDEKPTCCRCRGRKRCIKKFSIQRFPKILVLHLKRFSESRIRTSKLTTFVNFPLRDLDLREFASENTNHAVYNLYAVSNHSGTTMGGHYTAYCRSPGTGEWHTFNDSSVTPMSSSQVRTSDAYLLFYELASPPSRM
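Deubiquitinase activity read as fluorescence (485/531 nm) after Ub-CHOP2 cleavage activates the enterokinase reporter on its substrate; USP2 core 10nM, Ub-CHOP2 and substrate 25nM each, 30min compound preincubation then 60min RT; data normalized to NEM, curves fitted.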
KCNH2 3.1 block: qHTS for Inhibitors of KCHN2 3.1: Mutant qHTS; Potassium voltage-gated channel subfamily H member 2, brain isoform KCNH2 3.1 (human); U2OS KCNH2 3.1, thallium flux FluxOr; hits give low values; activity change, % (tested at about 1.8 µM); 340,000 tested, 0.95% active;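 active = maximum activity change below -70%; inconclusive = maximum activity change from -70% to -50%; inactive = maximum activity change above -50%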;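 also: thallium influx rate constant from kinetic fluorescence after stimulation buffer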
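Channel expression came from 3.1 mutant virus (1.77 x 10^8 /mL) applied to suspended U2OS cells for 4 h. Flux was tracked with FluxOr dye plus Red40 quencher, and kinetic rate constants normalized to controls.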
uPA surface inh: qHTS for Inhibitors of Cell Surface uPA Generation | cell surface uPA generation assay, qHTS | Potency, µM (titrated, usually from 38.3 µM), for the others: at the highest dose activity change, negative = inhibition, usual class: inhibitors | 330,000 tested, 0.31% active; active = well fitted inhibition curve with a large enough effect; inconclusive = small, poorly fitted or top-dose-only effect; inactive = no such curve, though single readings can be large or run the other way; tested in mouse RAW 264.7 cells; also: potency is read from the fitted curve at half-maximal effect; nearly all actives have a fitted effect of over 55% in size
B2AR arrestin: qHTS assay of beta-arrestin-biased ligands of beta2-adrenergic receptor | 330,000 tested, 0.02% active | Potency, µM (highest dose often 46.1 µM), without a hit: at the highest dose activation, hits mostly activators | beta-arrestin recruitment to beta2AR, cell-based reporter | Beta-2 adrenergic receptor (Homo sapiens), P07550 | AID 492947, 2010;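 also: potency is read from the fitted curve at half-maximal effect; 0% = DMSO controls and full agonism = EC100 isoproterenol or metaproterenol; nearly all actives have a fitted effect of over 65% in size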
Target sequence (P07550 whole entry, looked up): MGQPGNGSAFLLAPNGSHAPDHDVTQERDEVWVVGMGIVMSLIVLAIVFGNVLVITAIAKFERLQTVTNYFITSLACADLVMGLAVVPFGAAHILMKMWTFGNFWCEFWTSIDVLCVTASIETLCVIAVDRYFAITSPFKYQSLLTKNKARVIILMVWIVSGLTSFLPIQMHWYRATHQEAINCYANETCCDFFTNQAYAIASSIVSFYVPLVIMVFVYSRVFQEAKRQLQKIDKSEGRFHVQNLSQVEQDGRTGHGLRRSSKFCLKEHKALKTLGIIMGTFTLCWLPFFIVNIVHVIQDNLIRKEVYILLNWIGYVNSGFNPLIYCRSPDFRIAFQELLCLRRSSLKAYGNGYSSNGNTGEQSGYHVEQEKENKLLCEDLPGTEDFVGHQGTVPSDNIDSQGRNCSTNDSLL
Chronic BCR inh: qHTS Assay to Find Inhibitors of Chronic Active B-Cell Receptor Signaling; ABC-DLBCL IkBa-CBG/CBR reporter, luminescence ratio, 4 h; Potency, µM (series often up to 46.1 µM), without a hit: at the highest dose ratio change, negative = lower green/red ratio, hits mostly inhibitors; 340,000 tested, 0.05% active; AID 493014, 2011; active = well fitted inhibition curve with a large enough effect in the signal ratio, with a control signal flat, not every such curve was filed as active; inconclusive = small, poorly fitted or top-dose-only effect, or effect the other way, or a change in a side signal; the % refers to the signal ratio;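 also: potency is read from the fitted curve at half-maximal effect; plate controls were basal doxycycline-induced cells for no effect and cells given 10 µM MG132 for full effect; MG132 reads +100%, hits lower the ratio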
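TMD8 ABC-DLBCL cells carrying doxycycline-inducible green luciferase fused to IkappaBalpha plus unfused red luciferase were exposed to compounds (up to 46 uM) for 4 hrs at 37C. Activity came from the overlap-corrected green/red luminescence ratio.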
PKM2 act: qHTS Assay for Activators of Human Muscle isoform 2 Pyruvate Kinase; Pyruvate kinase PKM (Homo sapiens), P14618; purified PKM2, Kinase-Glo ATP luminescence, activation; response scale: 0% is enzyme alone, no compound; Potency, µM (highest dose often 57.5 µM), without a hit: at the highest dose activation, actives largely listed as activators; 260,000 tested, 0.34% active; AID 1631, 2009; also: potency is read from the fitted curve at half-maximal effect; nearly all actives have a fitted effect of over 55% in size
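hPK-M2, >95% pure; 0.1 mM ADP / 0.5 mM PEP final; imidazole pH7.2 buffer w/ 7 mM MgCl2, 50 mM KCl; 1 h RT; Kinase-Glo lum. Intermediate enzyme activity for dual inhibitor/activator qHTS.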
Giardia kill: Small Molecules that selectively kill Giardia lamblia: qHTS; Giardia lamblia trophozoite viability; activity change, % at 7.66 µM, hits read low; 340,000 tested, 0.15% active; AID 540267, 2011; in the data active = activity change below about -80%; inconclusive = between about -30% and that limit;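 also: parasites exposed to compound for two days anaerobically before the ATP read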
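Giardia lamblia trophozoites (100 cells/well) were incubated with compounds for 48 h at 37 deg C under anaerobic conditions. Viability was read as ATP content by one-step luminescence after 15-30 min at room temperature.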
KCNH2 WT inh: qHTS for Inhibitors of KCHN2 3.1: Wildtype qHTS | Voltage-gated inwardly rectifying potassium channel KCNH2 (Homo sapiens), Q12809 | U2OS, BacMam KCNH2, thallium flux FluxOr; hits give low values | activity change, % at 1.84 µM | 340,000 tested, 0.37% active | AID 720551, 2013;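 active = maximum activity change below -70%; inconclusive = maximum activity change between -70% and -50%; inactive = maximum activity change above -50%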
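U2OS cells transduced with wild-type KCNH2 virus are loaded with FluxOr dye for 45 min, and thallium flux is measured in kinetic reads before and after stimulation buffer. Rate constants are normalized to DMSO controls.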
Numbers without * were called inactive; i = inactive; u = inconclusive; x = not tested or not shown; & = joins results of further samples; [ ] = another dose, or the depositor's remark. Unless noted, calls follow the shape of the dose curve; as a rule, active = well fitted curve in the direction sought with a large enough effect; inconclusive = small, poorly fitted or top-dose-only effect, or another doubt; inactive = no such curve, though single readings can be large; an effect the other way counts as inactive or inconclusive. Unless noted, % is scaled to controls: 0 for no effect and ±100 for the full control effect. Compounds were not picked by outcome; 2.4% or so of the library scored in one or more.

SMILES	Eya2 inh	GALK inh	FBPA coupling cs	USP2a block	KCNH2 3.1 block	uPA surface inh	B2AR arrestin	Chronic BCR inh	PKM2 act	Giardia kill	KCNH2 WT inh
COc1ccc(CCNC(=O)CCC(=O)N2CCOc3ccc(C)cc32)cc1OC	8%	x	1	0%	9	8%	0.4%	u	-6%	-6	-1
O=C(CN1c2ccccc2S(=O)(=O)c2ccccc21)NCc1ccc(F)cc1	-6%	1%	x	0%	-14	-3%	0.6%	-10%	x	8	-4
CC1(C)C(=O)Nc2ccccc2N1C(=O)c1ccc([N+](=O)[O-])cc1	4%	3%	-1	0%	7	-5%	-0.1%	-4%	-6%	-15	2
Cc1occc1C(=O)N/N=C/c1ccc(N(C)C)cc1	6%	u	-2	3%	-8	-3%	-0.5%	u	-70%	1	-4
COc1ccccc1CNC(=O)COC(=O)Cc1cccs1	-2%	5%	2	0%	-7	-1%	-0.1%	0%	-3%	-10	1
COc1ccc(NC(=S)Nc2cccc3ccccc23)cc1OC	-8%	3%	-5	2%	-13	-5%	-0.7%	0%	1%	-1	-14
CCN(CC)CC#Cc1ccc(C)cc1	3%	-2%	4	0%	5	-8%	0.6%	5%	0%	-7	-3
CCn1c(-c2cc(-c3ccc(C)c(C)c3)nc3ccccc23)n[nH]c1=S	-7%	0%	-3	1%	x	x	-0.4%	21%	-2%	x	x
O=C(Nc1ccc(F)cc1)N1CCN(c2ccc(F)cc2)CC1	-15%	6%	2	-1%	7	0%	-0.6%	u	-7%	5	i
C[C@H](NC(=O)c1ccco1)C(=O)Nc1cc(S(=O)(=O)N2CCCC2)ccc1OCC(F)(F)F	-37%	x	x	4%	7	6%	-0.1%	0%	x	8	1
COc1cc(Cl)c(C)cc1NC(=O)CSc1cc(Cl)ccc1Cl	-3%	0%	-1	-3%	-4	5%	-0.3%	0%	-1%	-1	16
CC(C)(C)C(=O)NCCCc1nc2ccccc2n1CCCOc1ccc(Cl)cc1	23%	1%	2	-3%	-46	1%	0.5%	u	1%	2	39
CCN1CCN(c2nc(-c3ccncc3)nc3ccccc23)CC1	-23%	-1%	1	2%	x	x	-0.3%	13%	-1%	x	x
C=CCn1cc(C(=O)NCCOC)c(=O)c2cc(S(=O)(=O)N(CC)CC)ccc21	-38%	-2%	4	-1%	-2	1%	-0.1%	6%	-2%	15	11
OC(COc1c(F)cc(Br)cc1F)CN1CCN(c2ccc(F)cc2)CC1 (stereo unspecified)	4%	0%	1	4%	u	2%	-0.3%	6%	0%	5	-17
COc1ccc(NC(=O)C2CCCN(S(=O)(=O)c3ccc4c(c3)oc(=O)n4C)C2)cc1OC (stereo unspecified)	6%	1%	-10	1%	9	0%	0.4%	x	-10%	-6	3
CCOc1ccc(CCNC(=O)C(CCC(N)=O)NC(=O)OCc2ccccc2)cc1OCC (stereo unspecified)	7%	0%	2	10%	-18	-1%	-0.1%	-2%	1%	-3	10
CCN(C(=O)CN1C(=O)c2ccccc2S1(=O)=O)C1CCCCC1	-16%	x	x	4%	6	-2%	-0.1%	2%	x	-16	4
COc1ccccc1CNCC(=O)Nc1cc(S(=O)(=O)N2CCCCCC2)ccc1Cl	19%	-1%	-3	-7%	5	1%	0.0%	1%	15%	12	21
Cc1cccc(/C=N/NC(=O)c2cc(C3CC3)nc3ccccc23)n1	11%	-2%	x	0%	-12	2%	0.3%	-7%	x	-21	-21
Cc1ccc(C)c(N2CCN(c3ccc(N4C(=O)COCC4=O)cc3[N+](=O)[O-])CC2)c1	2%	0%	1	2%	-3	9%	-2.2%	2%	-2%	-2	-3
c1ccc(-c2nc(-c3ccco3)n3ccccc23)cc1	2%	x	-12	4%	0	-5%	-1.3%	u	-1%	-18	-1
COc1ccc(-c2nc(=S)n3ccsc3n2)cc1OC	9%	1%	3	0%	6	2%	-0.3%	5%	-2%	-4	-10
COC(=O)CCc1c(C)[nH]c(C(=O)OCc2ccccc2)c1C	-7%	3%	-1&1	-1%	-14	0%	-0.2%	1%	2%	33[activator]	-27
Cc1cc(=O)oc2c3c(cc(OCC(=O)N[C@@H](Cc4ccccc4)C(=O)O)c12)OC(C)(C)CC3	7%	x	12	0%	-5	3%	-0.7%	3%	-8%	11	0

Going on with the list:
SMILES	Eya2 inh	GALK inh	FBPA coupling cs	USP2a block	KCNH2 3.1 block	uPA surface inh	B2AR arrestin	Chronic BCR inh	PKM2 act	Giardia kill	KCNH2 WT inh
O=C(CSc1n[nH]c(=O)[nH]c1=O)Nc1cccc(S(=O)(=O)N2CCOCC2)c1	-3%	8%	8	2%	-19	1%	0.0%	-2%	6%	u	3
COc1ccc(/C=N/NC(=O)CSc2nnc(CCCc3ccc(OC)c(C)c3)o2)cc1	4%	3%	1	0%	-10	-3%	0.0%	-7%	-16%	-10	-1
O=C(O)c1ccc(-n2nnnc2SCc2cccc(Br)c2)cc1	-8%	-3%	17	1%	-17	34%[activator]	-0.4%	u	x	19	-11
O=C(Nc1ccc(F)cc1F)N1CCC(c2nc3ccccc3o2)CC1	3%	-3%	0	0%	8	3%	-0.4%	u	-2%	2	10
COc1ccc(O)c(C(=O)c2cc(C#N)c(=O)n(-c3c(C)n(C)n(-c4ccccc4)c3=O)c2)c1	4%	1%	-3	23%	-2	0%	-0.4%	-1%	-17%	-22	-7
CON(C)S(=O)(=O)c1cccc(C(=O)N(CC(=O)Nc2ccccc2C(F)(F)F)Cc2ccco2)c1	-2%	x	x	-1%	2	-9%	-1.6%	-3%	x	52[activator]	-5
CCOC(=O)c1[nH]c2ccc(OC)cc2c1NC(=O)c1cccc(OC)c1	-3%	x	-1	-1%	-1	-3%	-0.1%	9%	0%	9	0
NNC(=O)COc1ccc(C(F)(F)F)cc1	8%	2%	-2	0%	8	0%	-0.1%	3%	1%	-28	x
O=C(CCN1N=C(c2ccccc2)CCC1=O)NCC1CCCO1 (stereo unspecified)	-27%	0%	x	-1%	-2	5%	-1.6%	-7%	x	-9	-6
CN(Cc1ccccc1)c1ncnc2c1cnn2-c1ccccc1	5%	0%	-3	4%	2	x	0.4%	5%	-5%	-2	1
CCN1CCN(c2ccc([N+](=O)[O-])c(Sc3nc4ccccc4[nH]3)c2)CC1	12%	1%	4	2%	-3	-21%	-0.9%	-1%	1%	-1	2
Cc1ccc(S(=O)(=O)NCCC(=O)N2CCN(c3ccccc3)CC2)cc1C	5%	x	x	1%	-10	10%	-0.5%	-7%	x	-3	4
Cc1ccnc(SCC(=O)Nc2c(C)n(C)n(-c3ccccc3)c2=O)n1	-7%	1%	1	4%	-12	5%	-0.3%	u	4%	1	-4
CC(=O)c1ccc(NC(=O)CCn2c(=O)oc3ccccc32)cc1	1%	2%	3	2%	10	-1%	-0.6%	1%	0%	-1	4
COc1ccc2nc(SCC(=O)C(C)(C)C)[nH]c2c1	-19%	8%	-1	2%	17	8%	-0.7%	u	0%	-2	-3
COc1ccccc1N1CCN(C(=O)CNS(=O)(=O)c2ccc(Br)s2)CC1	7%	-2%	1	0%	2	0%	-0.3%	5%	0%	2	14
CCCc1cc(=O)[nH]c(SCC(=O)NCCCC(=O)OCC)n1	-4%	-1%	4	2%	-13	-1%	-0.4%	0%	0%	-9	5
COc1cc(CCN2C(=O)N[C@@H](c3cccc(C(F)(F)F)c3)C(C(C)=O)=C2C)cc(OC)c1OC	3%	x	0&-9	3%	x	x	-2.0%	-9%	8%	x	x
CC(Cc1ccsc1)NC(=O)CCc1nnc(COc2ccccc2)o1 (stereo unspecified)	6%	3%	0	1%	6	1%	0.3%	7%	3%	10	0
CCN1/C(=C/c2ccc3cc(C)ccc3[n+]2C)Sc2ccc3sccc3c21	1%	1%	2	0%	7	10µM*	-1.1%	u	-19%	5	x
O=C(CN1CCN(C2CCCCC2)CC1)Nc1ccccc1-c1ccccc1	-32%	1%	-5	-18%	-32	0%	-0.4%	u	0%	-15	40
COc1ccc(-c2cc(C(=O)OCC(=O)c3c(N)n(C)c(=O)n(C)c3=O)c3ccccc3n2)cc1	15%	0%	1	11%	-8	-1%	-0.9%	-1%	-8%	4	-12
CNc1cccccc1=S	-5%	0%	6	u	-3	1%	-0.2%	2%	13%	-1	-5
CCOc1ccc(CNC(=O)CCS(=O)(=O)Cc2ccc(C)cc2)cc1OC	-11%	0%	2	0%	-14	-3%	-0.3%	u	3%	4	-14
